Htt clearance: mutant huntingtin protein clearance. inhibition, % at 1.5 µM. HeLa Exon1htt(103Q)mCFP, aggregate imaging; zero = plate's median compound well. 0.42% of 47,000 active;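 active = inhibition of aggregate fluorescence above about 70%, also judged a hit by eye on the cell image, limit read from the data, passing the limit was not always enough; inconclusive = no rule stated for this call; inactive = not judged a hit on image review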;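 note: cells exposed to compound for three days before fixation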
Htt clearance grain fraction: further read-out of Htt clearance, marked with its call; fraction fluorescence in grains; measured here: aggregate grain fluorescence fraction; hits give low values;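 scaled fraction of total cell fluorescence in grains with unit not stated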
The depositor's hits bear a star; ? = inconclusive; · = not tested or not shown.

Htt clearance,Htt clearance grain fraction,compound
3,21,O=C(CC1CCCCC1)NCCCN1CCOCC1
45,9.4,CCCc1nnc(NC(=O)Cn2c(=O)oc3ccccc32)s1
-4,38,CC12/C(=N/O)C3C4CC5C3/C(=N/O)C1C5C42 (stereo not given)
0,37,COc1ccccc1NC(=O)CSc1nc2ccccc2c(=O)n1CCNC(C)=O
-4,36,COc1cc(C(=O)Nc2ccc3c(c2)OCO3)ccc1-n1cnnn1
-53,30,O=C(c1ccccc1)N1CCC(O)(c2ccc3c(c2)OCO3)CC1
-8,40,O=C(CC(C(=O)N1CCc2ccccc21)n1ccnc1)N1CCc2ccccc2C1 (stereo not given)
80*,7.7*,O=C(N/C(=C/c1ccc(Br)cc1)c1nc2ccccc2[nH]1)c1ccco1
-94,75,COc1ccc(OC)c(NC(=O)CSc2nnc(CNC(=O)COc3ccc(Cl)cc3)o2)c1
-287,120,CC1CCc2nc(N)c(C#N)c(-c3cccnc3)c2C1 (stereo not given)
-96,84,COC(=O)c1sc(NC(C)=O)c(C(=O)OC)c1C
-25,49,CCCN1C=CC(=C/C=C(\C#N)C(=O)OCC)C=C1
11,17,Cc1cccc(NC(=O)CSc2nc3c(c(=O)[nH]2)CCCC3)c1C
14,29,O=c1oc2ccccc2cc1-c1csc(NN=C2CCCCC2)n1
22,16,COc1ccc(N2CC(C(=O)NCCc3ccc(OC)c(OC)c3)CC2=O)cc1 (stereo not given)
-53,60,O=C(CSc1nc(-c2ccccc2)cc(=O)[nH]1)NCc1ccc2c(c1)OCO2
43,9.4,O=C(NCCCCNC(=O)c1cccnc1)c1cccnc1
-5,19,Cc1ccc(S(=O)(=O)/N=C(/Nc2nc(C)cc(C)n2)N2CCOCC2)cc1
-22,23,COc1ccccc1NC(=O)CSC1CC(=O)N(c2ccc3c(c2)OCO3)C1=O (stereo not given)
36,13,CCn1c(SCc2ccc(C(=O)OC)o2)nc2sc3c(c2c1=O)CCCC3
-17,20,N#Cc1c(NC(=O)CN2CCCCC2)sc2c1CCC2
48,11,O=C(CSc1nnc(COc2ccccc2)n1Cc1ccco1)Nc1ccc2c(c1)OCCO2
27,17,COC(=O)c1ccccc1NC(=O)C1CC(=O)N(c2ccc(C)c(C)c2)C1 (stereo not given)
2,19,COc1cc(OC)c(S(=O)(=O)NCc2ccco2)cc1S(=O)(=O)NCc1ccco1
-41,54,CCOC(=O)Nc1ccc2c(c1)N(C(=O)CCN1CCOCC1)c1ccccc1S2=O (stereo not given)

Entries of single compounds, looked up by structure. Order of values: Htt clearance, Htt clearance grain fraction
N#Cc1c(NC(=O)CN2CCCCC2)sc2c1CCC2 as listed: -17, 20
Cc1cccc(NC(=O)CSc2nc3c(c(=O)[nH]2)CCCC3)c1C as listed: 11, 17
CCCc1nnc(NC(=O)Cn2c(=O)oc3ccccc32)s1 as listed: 45, 9.4
O=C(N/C(=C/c1ccc(Br)cc1)c1nc2ccccc2[nH]1)c1ccco1 as listed: 80*, 7.7*

(cont.)
Htt clearance,Htt clearance grain fraction,compound
21,23,O=C(COC(=O)c1ccccn1)Nc1cccc(Cl)c1Cl
-1,21,CCOC(=O)c1ccc(Nc2cc(C)nc(N3CCOCC3)n2)cc1
6,18,COc1ccc(-c2nn(C)c(=O)c3ccccc23)cc1NC(=O)Cn1nc(C)c2ccccc2c1=O
0,17,CCOC(=O)COc1ccc(S(=O)(=O)N2CCN(C(=O)OCC)CC2)cc1
-15,35,c1ccc(CCn2nnnc2CN2CCCc3ccccc32)cc1
-6,18,CCOc1cc(S(=O)(=O)NCc2cccs2)ccc1Cl
-23,50,COC(=O)C1=C(C)N=C2SC(C)C(=O)N2C1c1cccs1 (stereo not given)
-32,27,O=C(NCCc1c[nH]c2ccccc12)c1ccc(-n2cnnn2)cc1
27,24,O=C(CN1C(=O)COc2ccccc21)N1CCCc2ccccc21
-21,24,CCOC(=O)C1CN(S(=O)(=O)c2ccccc2)CCN1S(=O)(=O)c1ccccc1 (stereo not given)
15,26,CCOC(=O)c1c(N)sc(C(O)(C(F)(F)F)C(F)(F)F)c1-c1ccccc1
-53,25,Cc1cc(NC(=O)c2c(-c3ccccc3Cl)noc2C)no1
6,27,O=C(c1cc(-c2ccc(Cl)cc2)n(-c2cc(Cl)ccc2Cl)n1)N1CCOCC1
-221,59,O=C(Nc1nc(SCc2ccc(F)cc2)ns1)c1ccco1
-51,29,CCOC(=O)CSc1nnc(CNC(=O)c2cccs2)n1CCc1ccccc1
5,42,CCCCC(=O)N(c1ccc(OC)cc1)C1C=CS(=O)(=O)C1 (stereo not given)
9,31,Cc1cc(Cl)c2c(c1)[C@]1(C(=O)N2)[C@@H]2C(=O)N(Cc3ccccc3)C(=O)[C@@H]2[C@@H]2CCCN21
-12,18,O=C(NC12CC3CC(CC(C3)C1)C2)N1CCN(c2ccccn2)CC1
-7,34,COc1ccc(S(=O)(=O)Cc2ccc(C(=O)NC(C)C)o2)cc1
-7,39,COC(=O)c1[nH]c2ccccc2c1NS(=O)(=O)c1ccc(F)c(C)c1
17,15,COc1cccc(-c2nnn(CCc3nn[nH]n3)n2)c1
-26,43,O=C(Cn1c(=O)n(-c2ccccc2)c(=O)n1CC(=O)N1CCCCC1)N1CCCCC1
11,33,COc1ccccc1NC(=O)CSc1nc(C)c2c(c1C#N)CCCC2
7,16,O=C(c1cccc(S(=O)(=O)N2CCCC2)c1)N1CCN(c2ccccc2)CC1
5,46,Cc1cc(F)ccc1S(=O)(=O)Nc1c(C)n(C)n(-c2ccccc2)c1=O

Ordered by number of heavy atoms (largest number first): some entries from above
Htt clearance,Htt clearance grain fraction,compound
-51,29,CCOC(=O)CSc1nnc(CNC(=O)c2cccs2)n1CCc1ccccc1
11,17,Cc1cccc(NC(=O)CSc2nc3c(c(=O)[nH]2)CCCC3)c1C
-7,34,COc1ccc(S(=O)(=O)Cc2ccc(C(=O)NC(C)C)o2)cc1

(next part)
Htt clearance,Htt clearance grain fraction,compound
-69,59,COc1ccc(-c2cc(=O)oc3c(C)c(OCc4nn[nH]n4)ccc23)cc1
-60,32,CCC(c1nnnn1CC1CCCO1)N(CCN1CCOCC1)Cc1cc2cc(C)ccc2[nH]c1=O (stereo not given)
14,31,N#Cc1cc2c(nc1SCC(=O)NCc1ccc3c(c1)OCO3)CCCCC2
16,31,CC(=O)c1cccc(S(=O)(=O)N2CCCC(c3nc(-c4ccc(C)o4)no3)C2)c1 (stereo not given)
6,37,Fc1ccc(/C=C2\CCCC3=C2Nc2ncnn2C3c2ccc(F)cc2)cc1 (stereo not given)
-38,55,Cc1cccc2cc(C#N)c(N3CCN(C)CC3)nc12
-77,28,Cc1cc(C)n(-c2nc(N(C)C)nc(N3CCOCC3)n2)n1
14,29,COc1ccc(S(=O)(=O)Nc2ccc(F)cc2)cc1N(C)S(=O)(=O)c1ccc(Cl)cc1
-5,45,CCOc1cc(C=O)c(Br)cc1OC1CCCC1
32,27,O=C(OCCN1C(=O)c2ccccc2C1=O)c1ccc(S(=O)(=O)N2CCCCCC2)cc1
-367,151,CCN(CC)C1CCCCC1NS(=O)(=O)c1ccc(Cl)cc1 (stereo not given)
-10,36,Cc1ncsc1C(=O)Nc1nc2c(s1)CC(C)CC2 (stereo not given)
-44,58,O=C(NCc1ccc(F)cc1)c1cc(-c2cccs2)on1
11,35,CCCN1C(=O)C(Cc2nc3ccccc3c(=O)n2C)c2ccccc21 (stereo not given)
2,43,COC(=O)CSc1ncnc2c1sc1nc(N3CCOCC3)c3c(c12)CCCC3
6,34,Cc1csc(NC(=O)C2CCN(C(=O)CSc3nnc(C)n3Cc3ccccc3)CC2)n1
-18,43,Cc1nc2cc(N3CCN(C)CC3)c(NC(=O)Cc3ccccc3)cc2c(=O)n1Cc1ccccc1
19,16,CCOC(=O)N1CCN(CC(O)COCCC23CC4CC(CC(C4)C2)C3)CC1 (stereo not given)
42,17,CC(C)Cn1c(SCC(=O)NC(=O)NC2CCCC2)nc2ccccc21
-7,20,COc1cc(NC(=O)C2CCCO2)c(C(=O)O)cc1OC (stereo not given)
-22,23,CCOc1ccccc1CNCCO
22,27,Cn1c(=O)c2c(ncn2CC(=O)OCc2ccccc2)n(C)c1=O
-223,116,O=C(c1cc(-c2ccccc2O)on1)N1CCCC1
8,17,CCC(C)N=CC1=C(O)C(C(=O)OC)C(C)(C)CC1=O (stereo not given)
-8,35,CCN1CCN(Cc2ccc(NC(=O)Nc3ccccc3)cc2)CC1
-19,48,CCCC(=O)Nc1nc2ccc(NC(=O)c3cccnc3)cc2s1
-20,34,COc1ccc(S(=O)(=O)N2CCN(C(=O)COc3ccc4c(C)cc(=O)oc4c3)CC2)cc1
-85,36,Cc1c(C(=O)OC(C)C)[nH]c2c1C(=O)CCC2
-19,44,CC1(C(=O)O)CCC(C(=O)Nc2ccc(S(N)(=O)=O)cc2)C1(C)C (stereo not given)
4,36,COC(=O)CSc1nc(C2CC2)cc(C(F)(F)F)c1C#N
7,17,COc1ccccc1N1CCN(C(=O)c2ccc(C(C)(C)C)cc2)CC1
-25,49,CCC(=O)NC(=S)Nc1ccc(NC(=O)COc2ccc(Cl)cc2Cl)cc1
-60,71,CCOc1ccc(OCc2ccc(C(=O)NCC3CCCO3)o2)cc1 (stereo not given)
-14,24,CCN(CC)C(=O)CSc1nnc(-c2cc3ccccc3cc2O)n1CC
-42,47,N/C(=N\OC(=O)Cc1ccccc1)c1cccnc1
50,9.3,Cc1ccc(CCSCC(=O)O)cn1
36,25,CC(C)CCN1C(=O)CCC1(C)C(=O)NC1CCCCCC1 (stereo not given)
-8,22,O=C(NCc1ccco1)c1cccc2ccccc12
37,13,CCCc1ccccc1OCCNC(C)=O
10,18,CN1CCN(C(=S)Nc2ccc(Cl)cc2Cl)CC1
-28,47,COc1cc(-c2nnc(SCC(=O)OC3CCCCC3)o2)cc(OC)c1OC
26,14,CC(C)OC(=O)c1c(NC(=O)c2ccco2)sc2c1CCCCC2
-14,49,Cc1ccc(Cn2nnc3c(=O)n(CC(=O)N4CCCCC4)cnc32)cc1
-56,66,COc1cccc(C2C(C(=O)Nc3cccnc3)=C(C)Nc3nnnn32)c1OC (stereo not given)
-41,27,COc1ccccc1-c1c(C)nn2c(N3CCC4(CC3)OCCO4)cc(C)nc12
?,·,Oc1ccccc1NCC(O)Cn1ccc2ccccc21 (stereo not given)
-200,95,CCCN1Cc2cccc(C(=O)Nc3ccc(CC)cc3)c2C1=O
0,37,Cc1ccc2nc(SCC(=O)O)nc(C)c2c1
6,32,NC(=O)c1oc2ccccc2c1NC(=O)CN1CCCCC1
-4,22,COC(=O)Nc1nn(Cc2ccccc2F)cc1Br

Six records picked at random from the list so far:
Htt clearance,Htt clearance grain fraction,compound
26,14,CC(C)OC(=O)c1c(NC(=O)c2ccco2)sc2c1CCCCC2
-19,44,CC1(C(=O)O)CCC(C(=O)Nc2ccc(S(N)(=O)=O)cc2)C1(C)C (stereo not given)
-42,47,N/C(=N\OC(=O)Cc1ccccc1)c1cccnc1
-200,95,CCCN1Cc2cccc(C(=O)Nc3ccc(CC)cc3)c2C1=O
36,25,CC(C)CCN1C(=O)CCC1(C)C(=O)NC1CCCCCC1 (stereo not given)
50,9.3,Cc1ccc(CCSCC(=O)O)cn1

The listing continues:
Htt clearance,Htt clearance grain fraction,compound
3,20,COC(=O)CC1SC(=O)NC1=Nc1ccccc1 (stereo not given)
10,19,COc1ccc(/C(O)=C/C(=O)C(=O)Nc2c(C)n(C)n(-c3ccccc3)c2=O)cc1
24,16,c1ccc(CNc2ncnc3c2cnn3Cc2ccccc2)cc1
-14,46,CC1=Nc2ccccc2/C1=C\c1nc(-c2ccc(C(F)(F)F)cc2)oc1O
-2,31,CCc1ccc(CN/C=C/C(=O)c2ccc(Br)cc2)cc1
6,29,Cc1ccc(CN(c2ccc(C(=O)Nc3cccnc3)cc2)S(C)(=O)=O)cc1
20,26,COC(=O)c1ccccc1NC(=O)CCNC(=O)Cn1cnc2ccccc2c1=O
-8,42,O=C(CN1C(=O)c2ccccc2C1=O)NCC1CCCO1 (stereo not given)
19,32,CCN1CCn2c3c(c4cc(Cl)ccc42)CCCC31 (stereo not given)
-27,26,CCc1nc(NCC2CCCO2)c2oc3ccccc3c2n1 (stereo not given)
-10,43,Cc1ccc(NC(=O)c2ccc(-n3cccn3)c([N+](=O)[O-])c2)cc1C
17,17,c1ccc2c(-c3nc4ncccc4o3)cccc2c1
-12,19,Cc1cc(C(=O)CSc2n[nH]c(N)n2)c(C)n1-c1cc(F)ccc1F
4,35,COC(=O)c1nc(C(=O)OC)c(C(=O)OC)nc1C(=O)OC
16,16,Cc1cnc(NC(=O)CSc2nnc(-c3ccccc3)n2Cc2ccccc2)s1
-87,70,CC1(C)OC(=O)C(=NNc2ccc(O)cc2)C(=O)O1
-85,34,COc1ccc(CC(=O)NC2CC(C)(C)NC(C)(C)C2)cc1
53,9.7,CCn1c2c(c3ccc(OC)cc31)CCCC2=O
21,16,CCOC(=O)c1sc(NC(=O)c2ccc(S(=O)(=O)N3CCOCC3)cc2)cc1C
64,13,CCCn1c(SCC(=O)N2CCc3ccccc32)nnc1-c1ccco1
-24,44,CCOC(=O)COc1ccc2c(c1)C(=O)CC(C)(C)O2
-50,29,c1csc(-c2noc(COc3ccc4c(c3)CCCC4)n2)c1
-6,37,Cc1cc(C(=O)COC(=O)CCC(=O)c2ccc3c(c2)OCCO3)c(C)n1Cc1ccco1
-38,47,c1coc(CNc2c3c(nc4ncnn24)CCC3)c1
-2,34,CCOC(=O)/C(C#N)=C(\N)C(C)C(=O)Nc1ccccn1 (stereo not given)
18,36,Cc1ccc(S(=O)(=O)N2CC3CCC2C3)cc1 (stereo not given)
-31,24,CC(=O)c1cccc(NC(=O)c2cc(-c3ccc(C)cc3)on2)c1
30,16,c1n[nH]c(SCCCCSc2ncn[nH]2)n1
-7,19,CCN1CCN(CCC(=O)Nc2ccc3c(c2)OCO3)CC1

Some values from above.
Htt clearance, O=C(NCc1ccco1)c1cccc2ccccc12 reads -8
Htt clearance grain fraction, COc1ccc(CC(=O)NC2CC(C)(C)NC(C)(C)C2)cc1 reads 34

Only part of the results is shown. The share of hits here may be higher or lower than overall.
